CatB inh: inhibitors of human cathepsin B; AID 453; P07858; inhibition, %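 (tested at 10 µM)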; purified cathepsin B, fluorogenic substrate, fluorescence; 0.1% of 63,000 active; in the data active means inhibition above about 21%;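 further: 0% = enzyme with no compound and 100% = no enzyme blank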
MKP-1 inh: human dual specificity phosphatase 1 inhibition; P28562; recombinant MKP-1, OMFP hydrolysis fluorescence; inhibition, %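 (compounds tested at a single concentration somewhere between 10 and 100 µM)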; 0.15% of 65,000 active; AID 374;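 active means inhibition above about 50%, limit read from the data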;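 further: 0% = DMSO max control wells and 100% = wells with enzyme stopped by NaOH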
Ecoli tolC: E. coli tolC mutant growth inhibition. AID 573. E. coli BW25113 tolC mutant growth, OD615. growth inhibition, % at 10 µM (by protocol). 2.2% of 65,000 active;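 active means growth inhibition at or above a cutoff equal to the mean over every tested compound plus 3 SD, cut at about 60% in these data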;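 further: growth measured after 20 h incubation at 37 °C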
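Assay system: tolC-deleted E. coli BW25113. Medium: kanamycin-containing LB broth (50 µg/mL). Dosing: 10 µM final, single dose. Timing: bacterial growth with compound for 20 h at 37 °C. Detection: A615 absorbance measurement. Read-out basis: growth inhibition in percent.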
Hsp90 inh: displaces geldanamycin probe from tumor Hsp90 | P07900 | NCI-N417 lysate Hsp90, Cy3B-geldanamycin FP displacement | inhibition, % at 30 µM | 0.35% of 64,000 active | AID 429;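 active means inhibition above 50%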;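 further: 0% = tracer plus lysate wells and 100% = tracer alone without lysate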
CatB mix inh: inhibitors of human cathepsin B in compound mixtures | inhibition, %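 (ten-compound pools at 5 µM per compound and 50 µM total)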 | Purified cathepsin B, AMC dipeptide fluorescence | 0.06% of 62,000 active; in the data active means inhibition above about 22%, passing the limit was not always enough;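 further: 0% = enzyme without compound and 100% = no enzyme blank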
E coli RNAP: Escherichia coli RNA polymerase inhibition; E. coli RNA polymerase, fluorescence transcription assay; inhibition, %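 (tested at 10 µM)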; 0.2% of 62,000 active; in the data active means inhibition above about 20%;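 further: 0% = enzyme without compound and 100% = no enzyme blank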
AP ELISA ortho: alternative pathway complement inhibition, orthogonal assay. Human serum alternative complement pathway, LPS-coated ELISA, C3 deposition; tested in compound mixtures. inhibition, % at 5 µM. 0.08% of 62,000 active. AID 1235;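 active means inhibition above 30% in each of the two pooled mixtures holding the compound, so the lower value exceeds 30%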;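 further: 0% = serum in Mg-EGTA without compound and 100% = EDTA serum blank; some compounds past the cut are filed as inactive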
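Assay system: Human serum alternative complement pathway, C3 deposition on LPS-coated wells | Incubation: 1 h serum-compound exposure at 37 °C | Doses: 5 µM per compound in ten-compound mixtures | Read-out: Percent inhibition | Technique: ELISA with HRP anti-human C3 antibody, TMB substrate, absorbance 450 nm | Replication: Two pool placements per compound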
D1 mod: allosterically modulates the human D1 dopamine receptor. HEK293 D1, CRE-luciferase, dopamine EC30 potentiation; actives deviate in either direction. B-score at 10 µM. 5.9% of 58,000 active. AID 641;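 active means luminescence count or its row- and column-corrected plate score outside the 99.7% band of the plate's sample wells, on either side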
Target sequence (P21728 whole entry, looked up): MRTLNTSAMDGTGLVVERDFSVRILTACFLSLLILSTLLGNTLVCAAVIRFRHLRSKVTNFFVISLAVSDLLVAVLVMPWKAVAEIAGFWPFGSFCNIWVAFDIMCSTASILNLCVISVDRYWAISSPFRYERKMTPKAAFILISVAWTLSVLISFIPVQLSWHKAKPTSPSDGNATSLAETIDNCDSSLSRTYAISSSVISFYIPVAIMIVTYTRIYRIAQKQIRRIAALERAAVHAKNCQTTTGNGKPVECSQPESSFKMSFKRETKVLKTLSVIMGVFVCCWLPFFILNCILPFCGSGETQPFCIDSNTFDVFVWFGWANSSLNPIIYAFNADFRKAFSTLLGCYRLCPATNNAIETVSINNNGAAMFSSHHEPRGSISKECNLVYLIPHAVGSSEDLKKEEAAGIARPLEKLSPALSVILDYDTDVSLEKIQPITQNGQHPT
Cdc25B block: human M-phase inducer phosphatase 2 inhibition; 0.1% of 65,000 active; P30305; recombinant Cdc25B, OMFP fluorescence Ex485/Em525; inhibition, %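 (compounds tested at 10 µM final in the well)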; AID 368; in the data active means inhibition above about 50%
Target sequence (P30305 whole entry, looked up): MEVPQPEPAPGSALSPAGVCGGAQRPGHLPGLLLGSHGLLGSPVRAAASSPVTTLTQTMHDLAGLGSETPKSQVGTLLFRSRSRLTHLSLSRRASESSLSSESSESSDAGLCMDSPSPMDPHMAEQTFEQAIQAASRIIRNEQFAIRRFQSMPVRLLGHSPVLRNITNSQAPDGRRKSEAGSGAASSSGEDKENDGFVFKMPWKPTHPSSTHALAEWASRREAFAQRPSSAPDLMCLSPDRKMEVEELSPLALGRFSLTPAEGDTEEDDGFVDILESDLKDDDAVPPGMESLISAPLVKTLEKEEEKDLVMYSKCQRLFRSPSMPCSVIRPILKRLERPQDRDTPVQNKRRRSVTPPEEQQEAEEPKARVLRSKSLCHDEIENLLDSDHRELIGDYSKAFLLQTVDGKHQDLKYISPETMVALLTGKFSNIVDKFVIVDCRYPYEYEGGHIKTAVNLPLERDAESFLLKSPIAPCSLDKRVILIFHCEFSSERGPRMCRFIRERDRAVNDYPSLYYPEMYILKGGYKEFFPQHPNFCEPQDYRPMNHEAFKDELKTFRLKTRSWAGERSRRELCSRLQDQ
* hit, by the source's call; / = no result given.

no. | structure | CatB inh | MKP-1 inh | Ecoli tolC | Hsp90 inh | CatB mix inh | E coli RNAP | AP ELISA ortho | D1 mod | Cdc25B block
1 | COc1cccc(C2/C(=C(\O)c3c(C)nc4c(C)cccn34)C(=O)C(=O)N2CCCN(C)C)c1OC (stereo not drawn) | 0 | -8 | -31 | 0 | 7 | 7 | -9 | -0.69 | -1
2 | COc1cccc(C2C(C#N)=C(N)OC3=C2C(=O)CCC3)c1OC(=O)c1ccco1 (stereo not drawn) | 2 | 3 | 1 | -6 | 6 | 6 | 13 | 0.25 | 2
3 | COc1ccccc1CNc1ncnc2c1cnn2-c1ccccc1 | 1 | 5 | 61* | -2 | 0 | 7 | 14 | / | 3
4 | CC(O)C(=O)NCCOCCOCCNC(=O)C(C)O (stereo not drawn) | 0 | 12 | -23 | -1 | -3 | 4 | -4 | -0.2 | 8
5 | O=C1CC(N2CCN(c3cccc(C(F)(F)F)c3)CC2)C(=O)N1c1ccc(F)cc1 (stereo not drawn) | 6 | 11 | 15 | -2 | 3 | 6 | 10 | -0.024 | -5
6 | COC(=O)c1sc(N2C(=O)c3oc4ccccc4c(=O)c3C2c2cccs2)nc1C (stereo not drawn) | / | 21 | 6 | -9 | / | / | / | -0.029 | -14
7 | Cc1nc2ncnn2c(C)c1CCC(=O)NCCCN1CCN(c2cccc(Cl)c2)CC1 | 3 | -9 | -7 | -3 | -9 | 10 | 0 | -1.1 | -13
8 | Cn1c(SCC(=O)Nc2cccc(NC(=O)c3cccs3)c2)nnc1-c1ccncc1 | 7 | 1 | -1 | -6 | 1 | 8 | 9 | -0.76 | 1
9 | Nc1nc(C(=O)N2CCOCC2)nn1C(=O)c1ccc(Cl)cc1 | -3 | 5 | -8 | -3 | 3 | 6 | 26 | -1.1 | -6
10 | CCOc1ccc2[nH]c(=O)c(CN(CCCO)C(C)=O)cc2c1 | 2 | -3 | -11 | -3 | -2 | 3 | 12 | 0.12 | 18
11 | COc1cccc(-c2nnn(CC(=O)Nc3ccc(C)cc3C)n2)c1OC | -2 | -6 | -13 | -4 | -6 | 6 | 7 | 3.2 | -1
12 | O=C(NC1CCN(C(=O)NCc2ccccc2)CC1)c1ccco1 | -2 | -44 | -4 | 1 | 2 | 7 | -2 | -0.46 | -13
13 | CCCCn1nc(NC(=O)c2cccs2)c2cc3ccccc3nc21 | 2 | 2 | 91* | / | 2 | -1 | 3 | / | -8
14 | CCCn1c(=S)[nH]c2cc(C(=O)N3CCCC(C(=O)OCC)C3)ccc2c1=O (stereo not drawn) | 1 | 26 | 16 | -4 | 2 | 0 | 1 | -1.6 | -9
15 | CCC1CCCCN1c1nc(-c2ccncc2)nc2ccccc12 (stereo not drawn) | 2 | -10 | -3 | 2 | 3 | 8 | -10 | 2.5 | 5
16 | O=C(Nc1ccc2c(c1)OCO2)C1CCCN1C(=O)OCc1ccccc1 (stereo not drawn) | 4 | 9 | 4 | / | 6 | 9 | 3 | 0.27 | -13
17 | O=C(NCc1ccco1)C1CCN(S(=O)(=O)c2cccc3cccnc23)CC1 | -5 | -4 | -16 | -3 | 3 | 7 | 4 | 0.35 | -6
18 | Cc1cc2n(n1)C(c1c[nH]c3ccccc13)Nc1ccccc1-2 (stereo not drawn) | 0 | 12 | 32 | -7 | -1 | 2 | -1 | 0.87 | 4
19 | O=C(CN1C(=O)c2ccccc2C1=O)N1CCOCC1 | 2 | 24 | -27 | -2 | -11 | / | 4 | -0.035 | 4
20 | COc1ccc(NC(=O)[C@@H]2[C@@H]3C(=O)N(C4CCCCC4)C(=O)[C@@H]3C3c4ccccc4C=CN32)cc1 (stereo partly drawn) | -1 | 10 | 22 | -4 | 3 | 5 | -7 | -1.4 | 5
21 | CCOCC(=O)Nc1nc2ccc(OCC)cc2s1 | 1 | -9 | -10 | -8 | 0 | / | -1 | -1.4 | -11
22 | CCN1CCN(c2ccc(NC(=O)c3cccc4ncccc34)cc2)CC1 | 7 | -14 | -19 | 3 | 4 | 0 | -37 | -2 | -3
23 | CCOC(=O)N1CCN(c2cc(=O)n(Cc3ccc(F)cc3)c(=O)[nH]2)CC1 | / | 3 | -10 | 1 | / | / | / | -0.49 | -11
24 | Cn1c(NC(=O)C(C)(C)Oc2ccc(Cl)cc2)cc(=O)n(C)c1=O | 0 | -5 | 9 | -3 | 3 | 4 | 6 | 0.00019 | -5
25 | COc1ccc2[nH]c(=O)c(CN(C(=O)NC3CCCCC3)C3CCCC3)cc2c1 | 8 | 3 | 24 | -3 | 6 | 2 | -7 | 1.1 | -6
26 | Clc1ccccc1-c1nnc2sc(-c3ccccn3)nn12 | -4 | 2 | -10 | -15 | 9 | 8 | 4 | 1.9 | 0
27 | CSC(=Nc1ccccc1)C1=C(O)COC1=O | 2 | -23 | -2 | -4 | 3 | 4 | 8 | / | -4
28 | CC(=O)Nn1cc2c(c1-c1ccccc1)c(=O)n(C)c(=O)n2C | 5 | 10 | -8 | 0 | 2 | 10 | 6 | 1.3 | -4
29 | Cc1nn(Cc2ccc(Cl)c(Cl)c2)c(C)c1NC(=O)c1cc(-c2ccc3c(c2)OCO3)on1 | 0 | 27 | 23 | -1 | -3 | 6 | -1 | -0.8 | 1
30 | Cc1cccc(N2CCN(Cc3c(C)n(C)n(-c4ccccc4)c3=O)CC2)c1C | 0 | 2 | -7 | -1 | 1 | -3 | 9 | -0.36 | -10
31 | Cc1ccc2nc(C3CCN(C(=O)c4ccco4)CC3)[nH]c2c1 | -1 | -10 | -12 | -1 | -2 | -3 | 19 | 0.024 | 0
32 | CCCOc1ccc(C2C(=O)N(C3CCCCC3)CC(=O)N2C2CC2)cc1OC (stereo not drawn) | 4 | 32 | -16 | 5 | 3 | 10 | -3 | -0.79 | 0
33 | COc1cc(S(=O)(=O)N2CCN(Cc3ccc4c(c3)OCO4)CC2)c(C)cc1C | 2 | 3 | 24 | -1 | -1 | 2 | 3 | 0.63 | -6
34 | CCOC(=O)N1CCN(C(=O)CN(c2ccc3c(c2)OCO3)S(C)(=O)=O)CC1 | -1 | 5 | -5 | -2 | -1 | 4 | 10 | -0.24 | 2
35 | O=C1c2ccccc2C(=O)N1CCCc1nc2ccccc2c(=O)n1CCCn1ccnc1 | 5 | -30 | 9 | 1 | 5 | 7 | -18 | -0.24 | 1
36 | COc1ccc(/C=N/O)cc1COc1ccc(NC(C)=O)cc1 | 1 | 5 | 10 | 0 | -12 | 8 | 16 | 4.7* | -4
37 | Cc1ccccc1OCc1nnc2n1CC(C)S2 (stereo not drawn) | 1 | 0 | 4 | 0 | 1 | 9 | 5 | 0.083 | -8
38 | CCn1c(Cc2ccccc2)nnc1SCC(=O)Nc1ccccc1 | 8 | 17 | 9 | -2 | 12 | 4 | -21 | -0.33 | 3
39 | Cc1c(NC(=O)COC(=O)C2CC3C=CC2C3)c(=O)n(-c2ccccc2)n1C (stereo not drawn) | 4 | 4 | -20 | -4 | 3 | -1 | 9 | / | -13
40 | Cc1ccccc1OCc1nc2ccccc2c(=O)n1/N=C/c1ccco1 | 0 | 2 | 21 | -4 | -11 | 9 | 2 | 2.1 | -1
41 | Cc1cccc(-n2c(N)cc(=O)nc2SCC(=O)NC2CCCCC2)c1 | 1 | 13 | -11 | -8 | -10 | -3 | 1 | -0.037 | 3
42 | CCCCc1c(O)nc(SCC(=O)c2ccccc2)[nH]c1=O | 1 | -8 | 14 | -3 | -8 | 8 | 2 | 0.5 | -13
43 | O=C(NCCCN1CCCC1=O)c1ccc2c(c1)OCO2 | 2 | 0 | -13 | -6 | 1 | 5 | 17 | -0.62 | 1
44 | CCOC(=O)c1[nH]c2ccc(F)cc2c1NC(=O)CCN1CCSCC1 | 0 | -18 | 15 | -4 | / | 5 | / | / | -42
45 | O=C(NCc1ccoc1)c1ccc(NC(=O)c2ccccc2Cl)cc1 | 2 | 1 | 0 | -12 | 1 | -2 | 17 | -1.4 | 0
46 | O=C(CCN1C(=O)COc2ccccc21)N1CCN(c2ccccn2)CC1 | -4 | -4 | 1 | 0 | 5 | 6 | 14 | -0.087 | -10
47 | COC(=O)C(C)Sc1ccc2nnc(-c3ccc(F)cc3)n2n1 (stereo not drawn) | -1 | 4 | -5 | 1 | -7 | -3 | -2 | -0.82 | -7
48 | O=C(COc1ccc(S(=O)(=O)N2CCCC2)cc1)NCc1ccco1 | 1 | 7 | -20 | -2 | 1 | -1 | 25 | 1.3 | -7
49 | O=C(CSc1ccccn1)Nc1ccccc1F | -5 | 5 | 4 | / | 0 | 5 | 10 | 0.8 | -12
50 | COC(=O)c1[nH]c2cc(OC)ccc2c1NC(=O)CCN1CCCC(C)(C)C1 | 1 | 4 | -3 | -3 | / | 7 | / | / | 20
51 | CSc1nsc(SC)c1NC(=O)OCCc1ccccn1 | -6 | -2 | -3 | -2 | 3 | 3 | 12 | -0.72 | -16
52 | Nn1cc(-c2ccccc2)nc1SCC(=O)NC1CCS(=O)(=O)C1 (stereo not drawn) | 2 | -7 | 6 | -1 | 1 | -6 | 10 | -0.14 | -8
53 | CCOC(=O)c1[nH]c(C)c(C(=O)Nc2ccc(C)c(F)c2)c1C | 7 | 5 | -4 | -2 | -1 | 13 | 1 | -0.53 | -10
54 | CN(C)CCNc1oc(-c2ccccc2F)nc1C#N | -1 | -16 | -7 | 0 | 5 | -3 | 16 | 3.1 | -8
55 | COc1ccc(S(=O)(=O)N(C)CC(=O)Nc2ccc(F)cc2)cc1 | 0 | 2 | 10 | -4 | 4 | 2 | 17 | -0.018 | -1
56 | O=C(O)COc1ccccc1C1C2C(=O)N(c3ccccc3)C(=O)C2ON1c1ccccc1 (stereo not drawn) | 2 | 21 | -14 | 0 | 7 | 10 | 14 | 0.22 | 11
57 | CN1CCNC(=O)C1CC(=O)O (stereo not drawn) | 2 | 9 | -23 | -1 | 0 | 9 | -3 | -0.038 | -8
58 | Cc1cc(C(=O)CSc2nncs2)c(C)n1-c1ccc2c(c1)OCO2 | -1 | 18 | 17 | -2 | 6 | / | 11 | / | 2
59 | Cc1ccc(-c2c3c(=O)n(C)c(=O)n(C)c3cn2CCCN2CCOCC2)cc1 | 4 | -6 | -11 | -1 | 4 | 12 | 2 | 0.16 | -12
60 | Fc1ccc(-c2nnc(Cc3nnc(-c4ccc(F)cc4)o3)o2)cc1 | 4 | 7 | -7 | -1 | 2 | 5 | 7 | -0.64 | -7

New compounds follow.
no. | structure | CatB inh | MKP-1 inh | Ecoli tolC | Hsp90 inh | CatB mix inh | E coli RNAP | AP ELISA ortho | D1 mod | Cdc25B block
61 | COc1ccccc1NC(=O)Cc1nn(C)c(=O)c2ccccc12 | 2 | 3 | 7 | -4 | 2 | 0 | 25 | -0.56 | 4
62 | c1ccc2cc(OCCN3CCCC3)ccc2c1 | -5 | -1 | -3 | -1 | 3 | 7 | 11 | -1.5 | -1
63 | O=CN1CCN(C2CC(=O)N(c3ccc4c(c3)OCO4)C2=O)CC1 (stereo not drawn) | -5 | -6 | -4 | -1 | -3 | -3 | 12 | 0.57 | -2
64 | O=C(NCc1ccc(F)cc1)C1CCCN(S(=O)(=O)c2cccnc2)C1 (stereo not drawn) | 3 | -3 | -2 | 0 | -4 | -6 | -2 | 0.022 | 2

Molecules above with a COOH group:
no. | structure | CatB inh | MKP-1 inh | Ecoli tolC | Hsp90 inh | CatB mix inh | E coli RNAP | AP ELISA ortho | D1 mod | Cdc25B block
56 | O=C(O)COc1ccccc1C1C2C(=O)N(c3ccccc3)C(=O)C2ON1c1ccccc1 (stereo not drawn) | 2 | 21 | -14 | 0 | 7 | 10 | 14 | 0.22 | 11
57 | CN1CCNC(=O)C1CC(=O)O (stereo not drawn) | 2 | 9 | -23 | -1 | 0 | 9 | -3 | -0.038 | -8

Screening results: PubChem BioAssay, several laboratories
